GSTO1 inh – counter-screen for RBBP9 inhibitors: inhibitors of human GSTO1; P78417; recombinant GSTO1, activity-based probe fluorescence polarization; inhibition, % at 5.96 µM; 300,000 tested, 1.1% active; AID 1974;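 active = inhibition above the campaign mean inhibition plus 3 SD, cut at about 35% in these data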;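 also: 0% = GSTO1-1 with DMSO and 100% = wells lacking GSTO1-1 enzyme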
Target sequence (P78417 whole entry, looked up): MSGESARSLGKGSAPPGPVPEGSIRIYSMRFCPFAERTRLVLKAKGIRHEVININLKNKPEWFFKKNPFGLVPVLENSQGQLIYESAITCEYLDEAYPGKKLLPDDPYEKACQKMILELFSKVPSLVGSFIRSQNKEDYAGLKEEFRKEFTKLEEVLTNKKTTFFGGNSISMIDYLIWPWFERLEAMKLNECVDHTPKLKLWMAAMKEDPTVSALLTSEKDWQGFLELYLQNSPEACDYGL
pPAFAH FP inh – inhibitors of human plasma PAF acetylhydrolase (pPAFAH); AID 463082; recombinant pPAFAH, FP-rhodamine probe fluorescence polarization; inhibition, % at 3.39 µM; 330,000 tested, 1.5% active; Q13093;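 active = inhibition above the mean inhibition across the screen plus 3 SD, cut at about 25% in these data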;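 also: inhibitors block binding of the rhodamine activity-based probe so polarization drops; 0% = enzyme with DMSO and 100% = wells lacking pPAFAH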
Target sequence (Q13093 whole entry, looked up): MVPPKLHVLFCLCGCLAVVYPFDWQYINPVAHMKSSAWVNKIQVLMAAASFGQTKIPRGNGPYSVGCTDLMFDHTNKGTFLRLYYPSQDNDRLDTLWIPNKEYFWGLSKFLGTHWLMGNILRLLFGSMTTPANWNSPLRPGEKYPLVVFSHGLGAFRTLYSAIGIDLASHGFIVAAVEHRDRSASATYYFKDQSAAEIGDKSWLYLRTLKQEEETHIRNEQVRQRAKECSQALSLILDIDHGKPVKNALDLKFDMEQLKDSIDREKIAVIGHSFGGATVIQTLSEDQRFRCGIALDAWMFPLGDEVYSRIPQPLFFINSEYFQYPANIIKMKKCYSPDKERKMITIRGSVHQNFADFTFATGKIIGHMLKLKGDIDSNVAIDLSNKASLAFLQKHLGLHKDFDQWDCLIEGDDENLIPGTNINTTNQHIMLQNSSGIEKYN
PAD4 FP inh – blocks human protein arginine deiminase 4 | Q9UM07 | recombinant PAD4, RCA probe fluorescence polarization | inhibition, % at 6.36 µM | 330,000 tested, 0.41% active;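 active = percent inhibition above a cutoff equal to the mean of all tested compounds plus 3 SD, cut at about 15% in these data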;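 also: 0% = PAD4 with RCA probe and DMSO and 100% = probe without PAD4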
PME-1 inh – blocks human protein phosphatase methylesterase 1; Q9Y570; recombinant PME-1, FP-Rh probe fluorescence polarization; inhibition, % at 5.9 µM; 320,000 tested, 0.53% active; AID 2130;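 active = inhibition above the campaign mean of all compounds plus 3 SD, cut at about 26% in these data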;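 also: competitive labeling of PME-1 active site by serine hydrolase directed probe; 0% = PME-1 with DMSO and 100% = wells lacking PME-1 enzyme; inhibitors block probe labeling so polarization falls and inhibition rises; many of its hits are not listed in these tables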
PREPL inh – inhibits the human prolyl oligopeptidase-like enzyme | Q4J6C6 | recombinant PREPL, fluorescence polarization activity-based probe | inhibition, % at 5.96 µM | 320,000 tested, 0.68% active; in the data active = inhibition above about 43%;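 also: 0% = enzyme with DMSO and 100% = wells lacking enzyme; many of its hits are not listed in these tables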
PAFAH1B3 FP inh – inhibitors of human PAFAH1B3; Q15102; recombinant PAFAH1B3, FP-rhodamine probe, fluorescence polarization; inhibition, % at 3.39 µM; 340,000 tested, 0.28% active; AID 492972;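 active = inhibition above the screen-wide average of all tested compounds plus 3 SD, cut at about 25% in these data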;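 also: 0% = enzyme with DMSO only and 100% = wells lacking PAFAH1B3 protein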
PAFAH1B2 inh – PAFAH1B2 (human) inhibition. 340,000 tested, 1.2% active. P68402. inhibition, % at 3.39 µM. AID 492953. recombinant PAFAH1B2, FP-rhodamine activity probe, fluorescence polarization;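 active = inhibition above the mean of all tested compounds plus 3 SD, cut at about 24% in these data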;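 also: 0% = enzyme with DMSO and 100% = wells lacking PAFAH1B2; many of its hits are not listed in these tables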
LYPLA2 counter – counter-screen for PME1 inhibitors: inhibitors of human LYPLA2; recombinant LYPLA2, FP-Rh probe fluorescence polarization; 320,000 tested, 0.38% active; inhibition, % at 5.9 µM;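 active = inhibition above the screen-wide mean plus 3 SD, limit set per campaign, cut at about 26% in these data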;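 also: 0% = LYPLA2 with DMSO and 100% = wells lacking LYPLA2 enzyme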
LYPLA1 inh – counter-screen for PME1 inhibitors: inhibitors of human LYPLA1; AID 2174; 320,000 tested, 0.16% active; recombinant LYPLA1, FP-Rh probe fluorescence polarization; O75608; inhibition, % at 5.9 µM;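 active = inhibition above the mean of all tested compounds plus 3 SD, set per campaign, cut at about 14% in these data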;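 also: inhibitors block serine hydrolase probe labeling of LYPLA1 so polarization falls; 0% = enzyme with DMSO and 100% = wells lacking LYPLA1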
Target sequence (O75608 whole entry, looked up): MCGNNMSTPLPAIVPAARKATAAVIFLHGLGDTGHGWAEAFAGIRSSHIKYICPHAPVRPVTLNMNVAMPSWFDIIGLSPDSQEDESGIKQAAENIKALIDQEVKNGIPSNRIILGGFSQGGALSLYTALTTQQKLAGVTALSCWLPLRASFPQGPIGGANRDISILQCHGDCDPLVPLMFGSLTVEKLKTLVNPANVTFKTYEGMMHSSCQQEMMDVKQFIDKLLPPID
* = called active by the depositor; . = no result given. An excerpt; count on the stated rates, not on these rows.

SMILES	GSTO1 inh	pPAFAH FP inh	PAD4 FP inh	PME-1 inh	PREPL inh	PAFAH1B3 FP inh	PAFAH1B2 inh	LYPLA2 counter	LYPLA1 inh
COc1cccc(NC(=O)CN2CCN(C(=O)c3ccco3)CC2)c1	1	3	1	-2	-1	1	2	-2	-2
C/C(=N\Nc1ccc(C)c(Cl)c1)c1ccncc1	7	7	-7	-1	21	0	-3	-1	9
COc1ccc(C=O)cc1OC1C=CCCC1 (centres undefined)	4	4	-5	-4	-1	4	2	4	1
Cc1ccc2nc(N3CCN(S(=O)(=O)c4ccc5c(c4)OCCO5)CC3)c(C#N)cc2c1	-10	-5	-3	2	-15	-1	-2	-6	-7
COc1ccc(C2NC(=O)Cc3cc(OC)c(OC)cc32)cc1OC (centres undefined)	3	-2	3	2	-1	7	8	-1	2
Cc1onc(-c2c(Cl)cccc2Cl)c1C(=O)N(C)Cc1ccccc1	3	8	-4	-4	24	1	1	4	0
CN(c1ccccc1)S(=O)(=O)c1ccc(C(=O)OCC(=O)NCc2cccs2)cc1	13	3	1	3	-9	2	4	-7	-4
COc1ccc(CCN2C(=O)NC(NS(=O)(=O)c3ccc(Cl)cc3)(C(F)(F)F)C2=O)cc1OC (centres undefined)	0	-1	-3	0	8	6	2	-5	2
Cc1ccccc1-n1c(C)cc(/C=N/NC(=O)c2ccc(CN3CCOCC3)cc2)c1C	5	3	3	-2	16	7	3	8	3
Cc1ccc(-c2cc3ncc(C#N)c(N)n3n2)cc1	3	1	4	-17	-15	-2	-3	-6	-3
COc1cccc(CC(=O)Nc2ccc3c(c2)OC2(CCCC2)O3)c1	.	6	4	0	11	12	4	-2	-2
O=C(OCc1cnc(Cl)s1)c1c(F)cccc1F	7	3	0	-5	-5	4	1	4	2
COc1cc(C(=O)NC(C)CCn2cccn2)ccc1OC1CCN(C(C)=O)CC1 (centres undefined)	4	4	-5	0	-1	8	-1	-2	1
CCN1CCN(C(=O)C2=CC(c3ccc(OC)cc3)=NS(=O)(=O)N2C)CC1	3	-3	-2	-2	-9	3	3	0	-1
CCOC(=O)C1CCCN(C2CC(=O)N(c3ccccc3)C2=O)C1 (centres undefined)	7	-1	-1	0	12	3	6	-4	-3
O=C(c1cccc([N+](=O)[O-])c1)c1ccc2c(c1)C(=O)N(c1c[nH]c(=O)[nH]c1=O)C2=O	-10	0	-3	-2	0	.	.	0	-3
COc1cccc(C(=O)Nc2ccccc2F)c1	4	4	2	0	1	3	3	4	-2
CCCCNC(=S)N1CCN(C(c2ccccc2)c2ccccc2)CC1	-2	5	3	-11	1	6	5	-2	-6
Cc1ccc2nc(NC(=O)CN3CCOCC3)sc2c1	1	5	8	6	9	1	-3	4	-1
COc1ccccc1N1CCN(C(=O)C(=O)c2cn(CC(=O)N3CCCCCC3)c3ccccc23)CC1	1	7	-5	5	3	3	-2	2	0
COc1ccc(C(=O)O)cc1NC(=S)NC(=O)Cc1ccc(Cl)cc1	7	14	0	0	-21	-1	11	-6	-3
C=CCN(CC=C)C(=O)COC(=O)c1ccc(Sc2ncn[nH]2)c([N+](=O)[O-])c1	-4	7	2	7	7	3	6	7	2
COc1cc(OC)cc(C(=O)N[C@H](C(=O)Nc2ccc3c(c2)OCO3)C(C)C)c1	7	2	2	-5	-6	15	1	5	5
O=C(Nc1ncc(Cc2ccccc2Cl)s1)c1ccc([N+](=O)[O-])cc1	-3	4	0	4	22	4	3	-2	2
COc1cccc(-c2nn(C)c3sc(C(=O)Nc4ccc5c(c4)OCCO5)cc23)c1	-66	-2	-1	-5	23	-15	-6	-32	-26
O=C(Cn1nnc(-c2ccccc2)n1)NCc1cccs1	3	3	3	-7	-7	-2	4	2	1
COc1ccc(-c2noc(N3CCC(C(=O)Nc4cccc(OC)c4)CC3)n2)cc1	-1	-1	4	-11	-10	0	5	-1	-6
Fc1ccc(-c2nnc3ccc(N4CCc5ccccc5C4)nn23)cc1	-11	1	3	-5	-12	5	0	0	-9
COc1ccc(OC(=O)Nc2ccccc2)cc1	-1	-3	-1	-5	8	9	3	6	3
COc1ccc2ccccc2c1/C=N/NC(=O)c1ccc(C)nc1	-1	-6	-7	-7	4	3	1	-6	-3
O=C(CSc1nc2c(cnn2-c2ccc(F)cc2)c(=O)[nH]1)Nc1nccs1	9	4	0	-1	4	-7	1	2	8
O=C(Nc1cccc(F)c1)Nc1cccc(Cl)c1	-21	-4	-6	-21	-4	-2	-10	-11	-21
CC(=O)Nc1ccc(NC(=O)C(C)OC(=O)C2CCN(S(=O)(=O)c3ccc4c(c3)OCCO4)CC2)cc1 (centres undefined)	4	0	2	4	-1	6	3	2	1
O=S1(=O)CC(O)C(N2CCC(c3ccccc3)CC2)C1 (centres undefined)	-4	-1	-1	0	-3	-1	5	7	0
Cc1ccc(NC(=O)NCCCN2CCOCC2)cc1	-1	2	-1	3	0	5	3	0	-1
C/C(CCS(=O)(=O)c1ccccc1)=N/O	2	-1	0	-6	12	8	1	1	-3
CCc1ccc2nc(NC(=O)CCCc3cccs3)sc2c1	-7	1	2	-1	-7	19	4	-7	-4
Cc1ccc(NC(=O)Nc2ccc3c(c2)OCO3)nc1	-1	4	1	2	1	10	-6	4	4
O=C(NCc1ccc2c(c1)OCO2)c1ccc(S(=O)(=O)NCC2CCCO2)cc1 (centres undefined)	12	2	-2	6	10	5	1	0	2
COCc1nnc(NC(=O)c2cc(Cl)ccc2OC)s1	-3	3	0	-3	10	10	5	0	1
COc1ccc(CCn2c(=N)c(C(=O)NCCN3CCOCC3)cc3c(=O)n4cccc(C)c4nc32)cc1OC	-13	2	-3	1	34	8	1	-4	0
Cc1cc(C)cc(N(CC(=O)NC2CC3CCC2C3)S(C)(=O)=O)c1 (centres undefined)	0	1	-2	1	-1	-1	-4	1	2
CC(C)(C)C(=O)N(Cc1ccccc1)c1ccccn1	9	4	-3	-4	-1	2	2	7	2
COCC1CCCN(Cc2nc(-c3ccc4c(c3)OCO4)no2)C1 (centres undefined)	5	1	-4	0	6	8	3	-1	-1
CCOc1ccccc1N1CCN(CC(=O)Nc2ccnn2C2CCCC2)CC1	.	2	3	0	23	-3	7	5	4
Cc1ccc(-c2nnn(CC(=O)N(Cc3ccccc3)C(C(=O)NC(C)(C)C)c3ccncc3)n2)o1 (centres undefined)	-4	1	-4	2	-6	0	7	-3	1
CN(C)c1ccc(/C=N/Nc2cccc(C(=O)O)c2)cc1	-2	-3	-3	1	4	3	-2	3	-1
CCCn1c(SCC(=O)NCc2ccc(C)cc2)n[nH]c1=O	-4	0	-4	3	-6	-1	3	-2	1
COCc1ccc(CN2CCCC(C(=O)Nc3ccccc3-c3ccc(OC)cc3)C2)o1 (centres undefined)	4	0	-5	-2	6	4	-1	-5	-1
CC(C)CC(=O)Nc1ccc(F)c(Cl)c1	7	4	2	-7	-2	6	2	7	1

Remaining list, next part:
SMILES	GSTO1 inh	pPAFAH FP inh	PAD4 FP inh	PME-1 inh	PREPL inh	PAFAH1B3 FP inh	PAFAH1B2 inh	LYPLA2 counter	LYPLA1 inh
O=C(NC(=S)N(Cc1ccccc1)Cc1ccccc1)c1ccccc1F	-5	8	1	2	5	5	11	7	1
O=C(Nc1ccccc1)/C(=C/c1ccc([N+](=O)[O-])cc1)NC(=O)c1ccco1	17	-6	-4	-9	17	6	1	-9	-5
CCOC(=O)C(CC)n1cnc2sc3c(c2c1=O)CCC3 (centres undefined)	-10	-18	-3	-9	6	0	-1	-7	-5
Cc1cc(C(=O)COc2cccc([N+](=O)[O-])c2)c(C)n1C1CC1	.	1	-1	2	13	7	1	1	-3
O=C(COc1cccc(C(F)(F)F)c1)NCCCN1CCCC1=O	-2	9	-1	6	10	5	3	4	3
COc1ccccc1Nc1nc(C)c(C(=O)Nc2ccccc2)s1	9	6	5	-1	10	2	-1	7	5
Cc1cccc(Nc2ncnc3nc[nH]c23)c1	0	-1	0	-1	17	5	4	4	-2
Cc1ccc2nc3c(cc2c1)c(NC(=O)c1ccccn1)nn3CC(C)C	3	2	-1	1	-10	-5	-4	-3	-3
COc1cccc(/C=N\Nc2nncc(-c3ccccc3)n2)c1	9	5	-4	-5	7	-1	1	8	1
CN(C)CCNC(=O)C(=O)c1c(-c2ccccc2)cc2ccccn12	9	0	0	2	-27	10	1	-4	2

Next part, overlapping the part above by 2 compounds.
SMILES	GSTO1 inh	pPAFAH FP inh	PAD4 FP inh	PME-1 inh	PREPL inh	PAFAH1B3 FP inh	PAFAH1B2 inh	LYPLA2 counter	LYPLA1 inh
COc1cccc(/C=N\Nc2nncc(-c3ccccc3)n2)c1	9	5	-4	-5	7	-1	1	8	1
CN(C)CCNC(=O)C(=O)c1c(-c2ccccc2)cc2ccccn12	9	0	0	2	-27	10	1	-4	2
N#CC1=C(N)Oc2cc3c(cc2C1c1ccc(Cl)cc1)OCO3 (centres undefined)	7	8	-3	4	35	4	5	8	1
Cc1sc(NC(=O)c2ccccc2)c(C(=O)NCCN(C)C)c1C	5	3	-6	-10	10	4	0	-1	-8
Cc1nc(C(=O)N2CCOCC2)sc1C1(C)CC(c2ccccc2)=NO1 (centres undefined)	-3	-1	-2	-4	5	-3	-4	1	2
CCCCN(CCCC)C(=O)c1sc2nc(N3CCOCC3)c3c(c2c1N)CCCC3	-10	0	-1	2	-2	.	.	4	-1
CC(CCc1ccccc1)NC(=O)Cc1ccc([N+](=O)[O-])cc1 (centres undefined)	8	1	6	-1	-1	-5	9	0	-2
c1ccc(-c2nc(-n3nc4ccccc4n3)nc3ccccc23)cc1	-7	4	0	-6	-10	4	-4	0	-4
Cc1ccc(NC(=O)c2ccc(CNS(=O)(=O)c3cccc(C(F)(F)F)c3)cc2)cc1	-5	-4	-1	-13	-2	-4	0	-7	0
COc1cc(C(=O)NNC(=S)NCc2ccco2)cc(OC)c1OC	7	4	2	1	-3	12	-1	-4	-1
O=C(OCC(=O)c1ccc(Cl)s1)c1ccc(CO)cc1	0	-1	-2	-8	-7	5	5	9	0
COc1cccc(C(c2nnnn2CS(=O)(=O)c2ccc(C)cc2)N2CCN(C)CC2)c1OC (centres undefined)	10	3	-3	-7	4	3	6	0	0
CCCC(=O)NC(=S)Nc1ccc(NC(=O)C(C)C)c(OC)c1	-1	5	-3	8	-1	4	-4	1	0
COc1ccc(CCN2C(=O)C(O)=C(C(=O)c3ccco3)C2c2cccs2)cc1OC (centres undefined)	0	0	-3	3	-1	-4	2	-3	3
COC(=O)c1sc(NC(=O)/C=C/c2ccc(C)o2)nc1C	-5	1	-7	-16	8	1	-2	-14	-10
O=C(NCCCN1CCCC1=O)c1cncc(Br)c1	5	-1	2	1	20	2	0	9	2
Cc1noc(C)c1C(=O)OCC(=O)NCc1ccc(Cl)cc1	.	1	8	-1	-4	7	2	4	-2
CN(CC(=O)Nc1ccc(Cl)c(C(F)(F)F)c1)C(=O)c1ccc(N2CCOCC2)c([N+](=O)[O-])c1	8	9	6	1	31	4	-5	0	1
CCN(CC)CCNC(=O)c1ccc(NC(=O)Cc2cccc3ccccc23)cc1	2	1	-3	-6	-24	1	-2	-4	1
O=C(Cc1c[nH]c2ccccc12)N/N=C/c1ccccc1O	-8	2	0	-6	19	4	2	-3	-3
CCn1c(=O)n(CC)c2cc(NC(=O)C(C)c3ccccc3)c(Br)cc21 (centres undefined)	6	5	-6	-5	34	11	3	-2	0
Cn1c(SCC#N)nc2ccccc2c1=O	6	2	3	-5	4	-3	6	5	0

From PubChem
